TCR-CD3 inh = blocks the human TCR-CD3 interaction; inhibition, % at 9.4 µM; hit rate 0.37% among 360,000; TAMRA-labeled TCR probe fluorescence, biochemical; in the data active means inhibition above about 19%;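 further: recombinant mutant TCR 2C K166C tagged with TAMRA read by polarization; 0% = receptor in buffer alone and 100% = receptor with positive control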
mABHD4 FP = ABHD4 (mouse) inhibition, primary FP screen. Q8VD66. purified mABHD4, FP-Rh probe fluorescence polarization. inhibition, % at 8.92 µM. hit rate 0.54% among 370,000. AID 720543;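 active means inhibition exceeding the mean over every tested compound plus 3 SD, cut at about 30% in these data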;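 further: 0% = plate median of compound wells and 100% = S159A mutant with DMSO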
Target sequence (Q8VD66 whole entry, looked up): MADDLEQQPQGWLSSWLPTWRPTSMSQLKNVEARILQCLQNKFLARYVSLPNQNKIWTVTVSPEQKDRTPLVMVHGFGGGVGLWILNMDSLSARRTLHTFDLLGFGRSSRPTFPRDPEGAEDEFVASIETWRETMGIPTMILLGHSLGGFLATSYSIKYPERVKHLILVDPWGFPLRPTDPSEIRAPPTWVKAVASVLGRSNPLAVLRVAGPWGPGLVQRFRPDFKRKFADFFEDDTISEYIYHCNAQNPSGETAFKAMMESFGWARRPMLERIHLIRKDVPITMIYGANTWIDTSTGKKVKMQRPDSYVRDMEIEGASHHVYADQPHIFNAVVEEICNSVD
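Doses – 8.92 µM, single dose · Material – wild-type mouse ABHD4 protein · Replication – single well per compound (singlicate) · Measure – percent inhibition of probe binding, normalized to plate controls · Schedule – 45 min compound pre-incubation plus 60 min probe step, 25 °C · Detection – fluorescence polarization with parallel and perpendicular emission, 525/598 nm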
TDP2 inh = TDP2 (human) inhibition, absorbance primary screen; recombinant TDP2, T5PNP hydrolysis, p-nitrophenol absorbance 415 nm; inhibition, % at 12.8 µM; hit rate 0.34% among 370,000;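 active means inhibition above the mean of all tested compounds plus 3 SD, set per campaign, cut at about 25% in these data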;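 further: 0% = DMSO with enzyme and 100% = buffer with substrate but no TDP2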
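Read-out basis: percent inhibition. System: recombinant human TDP2. Buffer or medium: Mg2+-containing Tris-HCl buffer, pH 7.5. Repeats: single replicate. Timing: reaction 2 h, 37 °C. Benchmarks: high control without enzyme, low control DMSO plus TDP2. Probe or stimulus: 5 mM T5PNP. Doses: 12.8 µM only. Measured by: epi absorbance of p-nitrophenol freed from T5PNP by hydrolysis.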
PG9 binder = binds the HIV-1 gp120 antibody PG9 | TR-FRET gp120-PG9 antibody binding | inhibition, % at 6.7 µM | hit rate 0.43% among 360,000 | AID 624416; in the data active means inhibition above about 8.5%
HTRA1 inh = HTRA1 (human) protease inhibition; Q92743; recombinant HTRA1, FP-rhodamine activity-based probe, fluorescence polarization; inhibition, % at 5.96 µM; hit rate 0.5% among 340,000; AID 504803; in the data active means inhibition above about 36%;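 further: 0% = enzyme with DMSO and 100% = wells lacking enzyme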
SIAE inh = human SIAE inhibition, primary screen | SIAE FP-Rh probe binding, fluorescence polarization | inhibition, % at 9.66 µM | hit rate 0.69% among 370,000;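 active means inhibition above a cutoff: mean of compounds within the control limits plus 3 SD of those, cut at about 17% in these data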;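 further: 0% = plate median of compound wells and 100% = probe without SIAE protein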
UHRF1 binding = human UHRF1 methylated DNA binding inhibitors; UHRF1 binding to methylated oligo, TR-FRET; Q96T88; hit rate 0.75% among 370,000; inhibition, % at 4.4 µM; in the data active means inhibition above about 21%;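 further: UHRF1 SRA domain binding a hemimethylated CpG hairpin DNA probe; 0% = median of test compound wells and 100% = reference inhibitor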
Target sequence (Q96T88 whole entry, looked up, the tested form may be a part): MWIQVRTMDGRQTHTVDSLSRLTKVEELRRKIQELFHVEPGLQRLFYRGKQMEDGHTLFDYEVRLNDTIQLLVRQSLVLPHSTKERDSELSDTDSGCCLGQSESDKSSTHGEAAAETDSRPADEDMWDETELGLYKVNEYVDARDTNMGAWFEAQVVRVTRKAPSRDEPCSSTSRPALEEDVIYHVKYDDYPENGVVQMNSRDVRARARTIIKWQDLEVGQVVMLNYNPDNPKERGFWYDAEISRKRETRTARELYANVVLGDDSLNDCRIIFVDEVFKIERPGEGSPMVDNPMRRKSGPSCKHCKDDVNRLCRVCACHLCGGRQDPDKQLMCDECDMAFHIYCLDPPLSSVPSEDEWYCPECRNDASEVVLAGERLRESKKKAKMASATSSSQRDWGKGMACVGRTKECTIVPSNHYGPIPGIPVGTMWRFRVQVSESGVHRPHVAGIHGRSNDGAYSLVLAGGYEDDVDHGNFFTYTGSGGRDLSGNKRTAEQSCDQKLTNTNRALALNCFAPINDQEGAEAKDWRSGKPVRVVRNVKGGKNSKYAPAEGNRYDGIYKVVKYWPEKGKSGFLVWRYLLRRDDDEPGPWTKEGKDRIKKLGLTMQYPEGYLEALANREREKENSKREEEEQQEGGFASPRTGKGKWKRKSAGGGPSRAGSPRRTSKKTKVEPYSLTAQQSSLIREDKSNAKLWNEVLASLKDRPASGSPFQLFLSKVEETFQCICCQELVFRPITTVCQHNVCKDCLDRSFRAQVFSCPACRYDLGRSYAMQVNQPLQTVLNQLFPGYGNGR
PRMT1 inh = inhibitors of human PRMT1 | Q99873 | recombinant PRMT1, activity-based probe fluorescence polarization | inhibition, % at 2.79 µM | hit rate 1.3% among 370,000 | AID 652257;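 active means inhibition above about 21% made by adding two undisclosed values, limit read from the data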
LEDGF integ inh = blocks HIV-1 LEDGF/p75-dependent DNA integration. TR-FRET IN-LEDGF/p75 DNA integration, Eu/Cy5. AID 743269. hit rate 0.64% among 370,000. inhibition, % at 3.7 µM;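 active means inhibition above the screen-wide mean plus 3 SD, cut at about 13% in these data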;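 further: signal is the Cy5 over europium emission ratio at 671 and 618 nm; 0% = plate median of compound wells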
Tn7 DDE FP = inhibitors of Tn7 peptide binding to human fibrin DD(E); hit rate 0.13% among 370,000; P02675; inhibition, % at 8.3 µM; FP displacement of FITC-Tn7 peptide from fibrin DD(E); 0% = median of compound wells per plate;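 active means inhibition above the mean of compounds falling within the control limits plus 3 SD of them, cut at about 14% in these data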;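 further: 0% = plate median of compound wells and 100% = 10 µM Aha-Tn7 peptide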
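Assay system: Human clot-derived fibrin DD(E) complex | Buffer or medium: Tris/NaCl/CaCl2 buffer, pH 7.8 | Repeats: One replicate per compound | Benchmarks: Aha-Tn7 high control | Measure: % inhibition scaled between sample-field median and high-control FP | Schedule: 10 min plus 3 h, room temperature | Signal: Fluorescence polarization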
An asterisk follows results filed as active; · = no result given.

SMILES	TCR-CD3 inh	mABHD4 FP	TDP2 inh	PG9 binder	HTRA1 inh	SIAE inh	UHRF1 binding	PRMT1 inh	LEDGF integ inh	Tn7 DDE FP
O=C(NCc1ccncc1)C1CCC(=O)N(CCc2ccc(Cl)cc2)C1 (stereo not given)	3	5	2	-0.3	3	2	49*	4	1	4
Cc1cccc(C)c1NC(=O)CN(C)C(=O)c1ccccc1Sc1ccccc1C#N	2	3	4	0.1	-5	-2	0	1	1	-1
CCCOc1ccc(C(=O)OCC(=O)c2c(N)n(C)c(=O)n(C)c2=O)cc1OC	10	-4	-1	0.3	-3	-32	-2	0	-1	-1
CCOC(=O)C1C(=O)OC2(CCCCC2)C1C(=O)OCC (stereo not given)	-9	-6	-6	-2.0	7	0	2	2	8	1
COc1cccc(CN2CCSCC2)c1OC	2	7	1	-0.3	6	-1	3	0	2	3
CCOc1ccc(NC(=O)CN(C)C(=O)Cn2c(=O)oc3ccccc32)cc1OCC	-2	3	8	0.9	-1	2	-1	-2	2	4
CCN(CC(O)COc1ccc(OCC(O)CN(CC)C2CCCCC2)cc1)C1CCCCC1 (stereo not given)	-7	-3	6	0.6	-4	-2	1	-1	0	3
COc1ccc(C(=O)NC2CCN(C(=S)Nc3ccc(C)c(C)c3)CC2)cc1	12	-3	4	-0.3	2	8	-3	0	0	3
COC(=O)c1ccccc1NC(=O)c1ccccc1NS(C)(=O)=O	-2	-8	4	1.3	0	6	-6	-4	2	6
CN1C(C)(C)c2ccccc2OS1(=O)=O	-3	0	7	-2.2	9	2	-1	-2	0	-9
CCN1C(=O)[C@H]2[C@H]3CN=C(SCc4ccc(C(=O)OC)cc4)N3[C@@](Cc3ccccc3)(C(=O)OC)[C@H]2C1=O	-1	0	-2	-1.6	-7	13	-1	0	1	-5
Cc1ccc(-c2nnc(SCC(=O)N3CCOCC3)nc2-c2ccc(C)cc2)cc1	-1	1	-4	0.3	-10	-2	0	1	1	4
COc1ccc(CCNC(=O)c2cccc(Br)c2)cc1OC	-4	-9	-21	1.2	-4	2	2	-3	2	10
C[C@@H]1/C=C/CC(=O)N2[C@H](CC(=O)N[C@@H]1c1ccccc1)C[C@@H](C)[C@H]2c1ccccc1	·	-2	3	·	·	5	-1	8	-1	-1
O=C(NCCCN1CCN(Cc2ccccc2)CC1)C1CCN(c2nnc(-n3cccc3)s2)CC1	1	-2	-4	-0.8	4	5	5	-2	-2	-3
CCn1nc(C(=O)NCc2ccco2)c(Cl)c1Cl	4	6	-1	-0.9	4	0	-3	-2	-3	1
COc1cc(/C=N/NS(=O)(=O)c2ccc(C)cc2)ccc1OCc1ccc(C(=O)O)cc1	4	-11	-1	-3.2	-11	0	-1	-2	-1	0
Cn1c(SCc2cnc(-c3ccccc3)s2)nnc1C1COc2ccccc2O1 (stereo not given)	-3	-5	8	2.0	-6	4	1	-4	3	-7
COc1ccc(/C(O)=C/Sc2nnc(Cc3ccccc3)o2)cc1	5	-2	6	-0.7	-19	2	2	2	0	1
CCCn1c2ccccc2c2cnn(CC(=O)NC(C)CC)c(=O)c21 (stereo not given)	-3	6	2	1.1	6	0	-1	-1	1	-2
CCOc1ccc(S(=O)(=O)n2c(C)nc3ccccc32)cc1	-7	-5	-19	-2.5	4	-5	4	-3	6	-2
CC1=C(C(=O)OCc2ccccc2)C(c2ccc3ccccc3c2)NC(=O)N1CCCCCC(=O)O (stereo not given)	-3	-25	-15	-0.8	·	-6	2	-2	8	0
O=C(NCCCN1CCOCC1)c1cn(-c2ccccc2)nc1-c1ccc(Br)cc1	-4	4	-5	0.1	-10	-11	0	0	-3	5
CCN(CC(=O)Nc1ccc2c(c1)OCCO2)C(=O)/C=C/c1ccc(OC)cc1OC	2	3	9	-3.1	-7	-8	-4	-2	0	-3
Cc1ccc(C2(C)NC(=O)N(CC(=O)NC(=O)NC(C)C)C2=O)cc1 (stereo not given)	-2	4	7	2.0	-1	0	1	1	0	2
Other records follow:
SMILES	TCR-CD3 inh	mABHD4 FP	TDP2 inh	PG9 binder	HTRA1 inh	SIAE inh	UHRF1 binding	PRMT1 inh	LEDGF integ inh	Tn7 DDE FP
C=CCn1c(NC(=O)c2ccccc2Cl)c(C#N)c2nc3ccccc3nc21	10	-7	79*	3.3	-1	-1	13	0	30*	-6
CC(C)C1NC(=S)N(C2CCCCC2)C1=O (stereo not given)	7	-2	9	-1.5	-4	-8	0	0	-1	-1
CNC(=S)N/N=C/c1ccco1	-2	-4	22	-0.2	-5	16	0	-7	3	-4
CCC(=O)c1ccccc1OCCCN1C(=O)NC(C)(C)C1=O	3	6	2	0.7	-4	-2	-1	-2	-3	3
CC(C)=CC(=O)OCC(=O)Nc1nc(C)c(Cl)cc1Cl	-10	-8	0	3.0	0	-4	9	4	2	4
CC(C(=O)NCc1ccccn1)N1C(=O)c2ccccc2C1=O (stereo not given)	0	-10	-13	-2.1	0	12	-1	2	7	-8
CCc1ccc([C@H]2[C@@H]3C(=O)C[C@@H]4C(=O)N(Cc5ccccc5)C(=O)[C@@H]4[C@@H]3CN2S(=O)(=O)c2ccc(C)cc2)cc1	4	-1	7	0.0	·	-4	13	0	0	2
COc1ccc(CC(=O)NCc2ccco2)cc1OC	-2	-1	0	-1.1	9	3	-2	2	-4	1
O=C(Nc1ccccc1)c1nc[nH]c1C(=O)Nc1ccccc1F	2	-14	6	-1.1	-17	-9	1	-2	2	2
Cc1[nH]c2c(Cl)cccc2c(=O)c1CN1CCCCCC1	3	1	-12	-0.3	-5	-1	3	2	4	-1
O=C(c1cccc(N2C(=O)C3CC=CCC3C2=O)c1)N1CCCc2ccccc21 (stereo not given)	5	5	17	0.6	6	-1	-1	-2	2	-1
Cc1cccc(CN2CCN(c3nc4nonc4nc3NC3CC3)CC2)c1	2	6	8	-2.3	-5	-9	3	3	1	-2
CCCc1cc(=O)[nH]c2nnc(SCC(=O)NCc3ccc4c(c3)OCO4)n12	5	-3	15	-0.4	-4	-2	-75	-1	-1	2
COc1ccc(CCNC(=O)CN2C(=O)NC3(CCCCC3)C2=O)cc1	12	-6	-6	0.9	-5	0	-1	-6	6	-8
COc1cc(C(C)=O)ccc1OCC(=O)NC(=O)Nc1ccc(C)cc1C	5	2	5	0.0	8	8	-1	2	-1	3
COc1ccc(/C=C/C(=O)Nc2cccc(S(=O)(=O)NC3=NCCCCC3)c2)cc1OC	-1	-5	8	-0.9	-13	-4	-4	1	-2	6
CC1CCN(CCn2c(=S)[nH]c3cc4c(cc3c2=O)OCO4)CC1	8	-2	3	1.3	-4	7	-1	0	-1	-2
N#Cc1ccc(NC(=O)Nc2ccc(Cl)cc2)cc1	-2	-38	3	-2.2	-43	-45	5	2	6	2
O=C(NN1C(=O)C2C3C=CC(C4CC34)C2C1=O)c1cccc(Br)c1 (stereo not given)	3	4	0	0.3	0	0	0	0	-3	0
CC(C)C(NC(=O)[C@H](Cc1ccc(O)cc1)NC(=O)OC(C)(C)C)P(=O)(O)OC(Cc1ccccc1)C(=O)O (stereo not given in full)	·	-4	3	·	·	0	3	4	-1	5
Cc1ccc(N(CC(=O)Nc2cc(Cl)ccc2Oc2ccccc2)S(C)(=O)=O)cc1C	3	-10	-13	-1.0	-46	-15	-1	-3	-1	3
CC(=O)OCC1OC(OCc2cn(C[C@H]3CC[C@H](Cn4cc(COC5OC(COC(C)=O)C(OC(C)=O)C(OC(C)=O)C5OC(C)=O)nn4)O3)nn2)C(OC(C)=O)C(OC(C)=O)C1OC(C)=O (stereo not given in full)	-2	6	3	0.6	1	-3	1	1	-2	1
O=C(Nc1cccc(C(F)(F)F)c1)N1CCC(c2nc(-c3ccc(F)cc3)no2)CC1	7	-33	-5	1.0	-50	-24	1	0	4	-1
CSCCC(=O)Nc1cc(S(=O)(=O)N2CCOCC2)ccc1N1CCN(C)CC1	1	2	-5	1.4	7	-2	0	0	0	0
Cc1cn(CC(=O)N[C@H](C)c2cccc3ccccc23)c(=O)[nH]c1=O	-12	0	2	1.8	0	8	-4	-2	1	-1
Next section:
SMILES	TCR-CD3 inh	mABHD4 FP	TDP2 inh	PG9 binder	HTRA1 inh	SIAE inh	UHRF1 binding	PRMT1 inh	LEDGF integ inh	Tn7 DDE FP
CC(C)c1ccc(OCC(=O)NCc2ccco2)cc1	3	2	-15	0.8	-2	-5	0	3	-1	-1
Cc1ccc(CNS(=O)(=O)c2ccc(-n3cnnn3)c(C)c2)cc1	-3	3	6	-0.5	2	-4	2	3	5	-1
Cc1ccsc1C1C(C#N)=C(N)N(N(C)C)C2=C1C(=O)CCC2 (stereo not given)	1	4	-3	1.4	6	-2	-1	5	2	-1
COc1ccc(NC(=O)c2cc(-c3cccc(OC)c3)on2)cc1	-4	7	6	1.4	-1	13	2	-2	-5	-2
O=C(NC1CCCCC1)C(Cc1ccccc1)NS(=O)(=O)c1cccs1 (stereo not given)	3	-2	5	-0.8	-4	-3	0	2	3	-4
CCOC(=O)C1=CCN(S(=O)(=O)c2ccc(Cl)cc2)C1c1ccc(Br)cc1 (stereo not given)	5	-12	7	0.3	·	4	-2	0	0	4
Nc1nc(-c2ccc3c(c2)NC(=O)CO3)cs1	0	8	-11	1.5	7	1	3	5	4	1
CN(CC(=O)Nc1ccccc1Cl)CC(=O)c1c(N)n(Cc2ccccc2)c(=O)n(C)c1=O	0	-12	-3	0.8	-4	5	-1	2	-5	3
CC(Sc1nnc(Cc2cccs2)n1C1CCCCC1)C(N)=O (stereo not given)	2	3	6	-2.0	-3	-1	-1	0	0	0
O=C(Cc1c(F)c(F)c(F)c(F)c1F)Nc1nc(-c2ccccc2)cs1	-1	-15	-8	0.4	-7	-36	0	7	0	-2
CCc1ccc(N2CC(C(=O)N/N=C/c3ccccc3OC)CC2=O)cc1 (stereo not given)	-7	-3	-2	2.0	-23	8	-2	4	-5	3
Cc1ccc(NC(=O)CC2S/C(=N/N=C/c3c[nH]c4ccccc34)NC2=O)cc1 (stereo not given)	-1	1	-2	1.1	0	-6	-3	2	1	8
Cc1cc(C(=O)Nc2ccccc2C(=O)N2CCCCC2)ccc1[N+](=O)[O-]	2	2	-2	-1.8	-1	1	0	-1	0	-5

Quoted from above for reference:
SMILES	TCR-CD3 inh	mABHD4 FP	TDP2 inh	PG9 binder	HTRA1 inh	SIAE inh	UHRF1 binding	PRMT1 inh	LEDGF integ inh	Tn7 DDE FP
CC(Sc1nnc(Cc2cccs2)n1C1CCCCC1)C(N)=O (stereo not given)	2	3	6	-2.0	-3	-1	-1	0	0	0
O=C(Cc1c(F)c(F)c(F)c(F)c1F)Nc1nc(-c2ccccc2)cs1	-1	-15	-8	0.4	-7	-36	0	7	0	-2
CCc1ccc(N2CC(C(=O)N/N=C/c3ccccc3OC)CC2=O)cc1 (stereo not given)	-7	-3	-2	2.0	-23	8	-2	4	-5	3
Cc1ccc(NC(=O)CC2S/C(=N/N=C/c3c[nH]c4ccccc34)NC2=O)cc1 (stereo not given)	-1	1	-2	1.1	0	-6	-3	2	1	8

Compound activity: PubChem BioAssay, The Scripps Research Institute Molecular Screening Center
